# Screening data as filed in PubChem BioAssay.
# CBFb-RUNX1 inh – qHTS Assay for Compounds Blocking the Interaction Between CBF-beta and RUNX1 for the Treatment of Acute Myeloid Leukemia | 230,000 tested, under 10 active | AID 1477, 2009 | AlphaScreen CBFb-His/RUNX1-biotin binding, biochemical | Potency, µM (series often up to 59.8 µM), inactives show at the top dose activity, negative = inhibition, hits mostly inhibitors | Runt-related transcription factor 1 (Homo sapiens) + Core-binding factor subunit beta …; further: % of control where 0% means no effect
# Target sequence (Q01196 whole entry, looked up): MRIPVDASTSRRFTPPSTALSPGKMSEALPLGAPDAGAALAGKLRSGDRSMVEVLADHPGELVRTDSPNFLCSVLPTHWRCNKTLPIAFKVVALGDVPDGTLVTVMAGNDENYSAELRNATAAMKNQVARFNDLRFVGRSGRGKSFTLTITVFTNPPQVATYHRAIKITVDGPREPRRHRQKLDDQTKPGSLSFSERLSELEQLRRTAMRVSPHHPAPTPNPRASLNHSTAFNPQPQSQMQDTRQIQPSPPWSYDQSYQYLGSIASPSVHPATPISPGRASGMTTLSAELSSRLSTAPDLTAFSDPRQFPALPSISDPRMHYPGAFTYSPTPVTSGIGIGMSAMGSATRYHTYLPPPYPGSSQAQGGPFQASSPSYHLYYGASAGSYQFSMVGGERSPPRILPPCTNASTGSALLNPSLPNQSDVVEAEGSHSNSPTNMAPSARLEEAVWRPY
# Target sequence (Q13951 whole entry, looked up): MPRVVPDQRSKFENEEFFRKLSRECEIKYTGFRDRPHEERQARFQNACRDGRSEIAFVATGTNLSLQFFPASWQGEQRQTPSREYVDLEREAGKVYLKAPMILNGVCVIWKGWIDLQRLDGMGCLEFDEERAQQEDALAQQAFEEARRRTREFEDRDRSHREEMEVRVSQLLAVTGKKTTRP
#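 Room-temperature protein-protein interaction test with 30 nM each of His-tagged CBF-beta and biotinylated RUNX1, 15 min with compound, then 90 min with nickel plus streptavidin beads. Signal read in AlphaScreen mode.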
# Luc counter – Counterscreen for Luciferase (Kinase-Glo TM) Inhibition. Luciferin 4-monooxygenase (Photuris pensylvanica), Q27757. Kinase-Glo luciferase, ATP luminescence, 8 min. Potency, µM (highest dose often 38.3 µM), inactives show at the top dose activity change, negative = inhibition, most hits filed as inhibitors. actives 0.28% (n = 200,000); further: potency means the concentration at half of the fitted maximal effect; on the % scale 0 is the no-effect control and ±100 the full control effect; nearly all actives have a fitted effect of over 60% in size
#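 Inhibition of Kinase-Glo luciferase light generation was assessed at 10 uM ATP in pH 7.2 imidazole buffer, with luminescence measured after eight minutes at ambient temperature.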
# Epigenetic reg – Quantitative High-Throughput Screen for Regulators of Epigenetic Control; actives 0.2% (n = 280,000); Potency, µM (titrated, usually from 53.9 µM), for inactives: top-dose GFP activation, actives largely listed as activators; AID 1865, 2009; murine LDR cells, GFP reporter derepression, 30 h; further: potency means the concentration at half of the fitted maximal effect; % of control where 0% means no effect; nearly all actives have a fitted effect of over 60% in size
#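 Derepression of a silenced CMV-GFP reporter in murine LDR cells is scored by enumerating GFP-positive cells with a laser-scanning microplate cytometer after 30 hours of treatment at 37 C.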
# HTT aggregate – qHTS Multiplex Assay to Identify Dual Action Probes in a Cell Model of Huntington: Aggregate Formation (GFP); PC12 HttQ103-GFP aggregates, Acumen cytometry, 40 h; Potency, µM (titrated, usually from 46.1 µM), for the others: top-dose activity change, negative = inhibition, actives largely listed as inhibitors; actives 1.1% (n = 220,000); further: potency means the concentration at half of the fitted maximal effect; on the % scale 0 is the no-effect control and ±100 the full control effect; nearly all actives have a fitted effect of over 60% in size
#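 Huntingtin Q103 exon 1–GFP aggregates in induced PC12 cells (100 nM tebufenozide) were quantified by cytometry from lysates, with compounds dosed in titration.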
# NPSR antag – qHTS Assay for Antagonists of the Neuropeptide S Receptor: cAMP Signal Transduction | CHO-NPSR cells, cAMP TR-FRET, antagonist mode | Q6W5P4 | actives 1% (n = 220,000) | AID 1461, 2008 | Potency, µM (titrated, usually from 38.3 µM), inactives show at the highest dose activity change, negative = inhibition, actives largely listed as inhibitors; further: potency means the concentration at half of the fitted maximal effect; on the % scale 0 is the no-effect control and ±100 the full control effect; nearly all actives have a fitted effect of over 50% in size; many of its hits are not listed in these tables
# Target sequence (Q6W5P4 whole entry, looked up): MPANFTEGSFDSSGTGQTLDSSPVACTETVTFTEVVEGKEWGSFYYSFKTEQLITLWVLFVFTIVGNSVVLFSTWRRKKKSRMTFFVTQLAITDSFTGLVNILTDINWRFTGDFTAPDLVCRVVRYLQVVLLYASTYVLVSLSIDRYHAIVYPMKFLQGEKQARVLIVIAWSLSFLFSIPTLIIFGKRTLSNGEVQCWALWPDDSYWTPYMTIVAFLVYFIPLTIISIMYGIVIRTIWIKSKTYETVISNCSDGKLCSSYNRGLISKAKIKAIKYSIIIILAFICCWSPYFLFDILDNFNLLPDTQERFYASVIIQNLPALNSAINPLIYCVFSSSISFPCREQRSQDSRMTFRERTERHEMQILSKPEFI
# IMPase Li inh – qHTS Assay for Identifying the Cell-Membrane Permeable IMPase Inhibitors: Potentiation with Lithium | actives 0.35% (n = 210,000) | CHO-M1 cells, IP1 TR-FRET (IP-One), carbachol + lithium | Potency, µM (highest dose often 59.4 µM), inactives show top-dose activity, negative = IMPase inhibition, actives largely listed as inhibitors;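 further: IP1 builds up when IMPase is blocked and the TR-FRET signal falls; potency means the concentration at half of the fitted maximal effect; plate controls were basal vehicle for no effect and high inhibitor control for full effect; nearly all actives have a fitted effect of over 50% in size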
#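 CHO cells stably expressing M1 receptor (2000/well) were cultured 16–30 h, then exposed to compounds with a small lithium addition for 30 min at 37C. IP1 was measured by TR-FRET competition; AC50 from Hill fits.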
# Lamin A splicing – qHTS Assay for Modulators of Lamin A Splicing. AID 1487, 2009. HeLa LMNA splicing GFP/RFP minigene ratio, 48 h. Potency, µM (titrated, usually from 46.1 µM), for inactives: at the highest dose ratio change, negative = inhibition, actives largely listed as inhibitors. actives 0.01% (n = 200,000); active means well fitted inhibition curve with a large enough effect in the signal ratio, with a control signal flat, not every such curve was filed as active; inconclusive means small, poorly fitted or top-dose-only effect, or effect the other way, or a change in a side signal; the % refers to the signal ratio; further: potency means the concentration at half of the fitted maximal effect; on the % scale 0 is the no-effect control and ±100 the full control effect
#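 Read-out is the ratio of GFP to DsRed2 object intensity, acquired by 488 nm laser-scanning cytometry on HeLa lamin A-EGFP minigene reporter cells. Compound incubation 48 hrs at 37 °C in Opti-MEM with 2% FBS; DMSO 0.5% final.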
# An asterisk follows results filed as active; ? = inconclusive; · = not tested or not shown; & = joins results of further samples; [ ] = remark or other dose. Unless noted, the call rests on the fitted dose curve; in most records, active means well fitted curve in the direction sought with a large enough effect; inconclusive means small, poorly fitted or top-dose-only effect, or another doubt; inactive means no such curve, though single readings can be large; an effect the other way counts as inactive or inconclusive. An excerpt; the hit share may differ from the screen's.
mol	CBFb-RUNX1 inh	Luc counter	Epigenetic reg	HTT aggregate	NPSR antag	IMPase Li inh	Lamin A splicing
COC(=O)CCC(=O)N1CCc2cc(S(=O)(=O)N3CCc4ccccc43)ccc21	7%	2%	-0.9%	4%	-15%[46.1 µM]	18%[38.3 µM]	-1%
CC1CN(C(=O)Nc2ccc3snnc3c2)c2ccccc21 (configuration not stated)	4%	0%	0.0%	-26%	-18%[46.1 µM]	49%[activator][38.3 µM]	-4%
CCC(NC(=O)Cn1cnc2c(=O)n(C)c(=O)n(C)c21)c1ccccc1 (configuration not stated)	5%	1%	0.8%	?	-2%[46.1 µM]	-1%	-6%
CC(C)c1ccc(/C=N/n2nnnc2Nc2ccccc2)cc1	2%	-3%	0.7%	25%	-8%[46.1 µM]	3%[38.3 µM]	2%
Cc1cccc(NC(=O)Cc2noc3ccccc23)c1	-5%	-5%	4.7%	1%	?	20%	-15%
CN1CCN(CCOC2Cc3ccccc3Sc3ccc(Cl)cc32)CC1 (configuration not stated)	?	1%	1.1%	-9%	4%	17%	5%
COc1ccc(NS(=O)(=O)c2c(C)cc(C)cc2C)cc1	8%	1%	0.7%	-28%	-1%[46.1 µM]	16%[38.3 µM]	-13%
CO/N=C/c1ccc(N2CCOCC2)c([N+](=O)[O-])c1	4%	0%	0.9%	-1%	7%	-2%	?
Cc1c(Cl)cccc1NC(=O)Cn1c(-c2ccc(F)cc2)noc1=O	-3%	-5%	-1.1%	-26%[9.22 µM]	-10%	-12%	·
COc1ccc2nc(N/C(=N/S(=O)(=O)c3cccs3)c3ccccc3Cl)sc2c1	-20%	0%	-1.9%	7%	-43%	7%	-20%[46 µM]
OCCN1CCN(C(=S)NC2CCCC2)CC1	9%	-2%	-0.4%	9%	3%	-1%	-15%[46 µM]
CCN(CC)C(=O)Oc1ccc(Cl)c2cccnc12	2%	0%	-1.6%	7%[9.22 µM]	0%	0%	8%[46 µM]
CCCCOc1ccc(OCCCN2CCOCC2)cc1	10%	15%	11%	12%	-51%	10%&11%&10%	?
Cc1n[nH]c(C)c1S(=O)(=O)N1CCOCC1	-1%	-4%	-1.1%	-10%	4%[46.1 µM]	4%[38.3 µM]	9%
CCOC(=O)Cn1c(=O)oc2cc(S(=O)(=O)N3CCN(c4ccccn4)CC3)ccc21	1%	0%	0.8%	11%	0%[46.1 µM]	-2%[38.3 µM]	1%
CC(=O)c1c(C)[nH]c(C(=O)NCc2cccs2)c1C	6%	0%	0.0%	3%	-7%[46.1 µM]	8%[38.3 µM]	?
CCOCCCNc1nc2c(C)cccn2c(=O)c1/C=C1\SC(=S)N(CC(C)C)C1=O	2%	-6%	12%	14%	-1%[46.1 µM]	2%[38.3 µM]	5%
Cc1ccc(/C([O-])=C(/C(=S)NCCN2CCOCC2)[n+]2ccccc2)cc1[N+](=O)[O-]	-11%	1%	1.1%	11%	0%	19%	9%[46 µM]
Cc1cccc(C)c1NC(=S)N(CCCN1CCOCC1)Cc1cccnc1	-2%	-3%	0.0%	-14%	-1%	3%	·
N#C/C(C(=O)N1CCOCC1)=C1/SC(Cc2ccccc2)C(=O)N1c1ccccc1 (configuration not stated)	4%	-5%	-1.0%	22%	-9%[46.1 µM]	7%[38.3 µM]	3%
O=C(c1ccccc1Cl)N1CCn2c1nc1ccccc12	7%	0%	0.0%	-16%[9.22 µM]	-17%	15%	·
COC(=O)c1ccccc1NC(=O)N1CSC[C@H]1C(=O)OC	-8%	-2%	-2.6%	26%	?	0%[38.3 µM]	2%
CCCN1CCC(=O)N([C@H](CSc2ccc(OC)cc2)Cc2ccccc2)CC1	-2%	·	-1.9%	-37%[9.22 µM]	4%	·	·
COC(=O)c1cc2c(ccn2-c2ccc(F)cc2)n1CC(=O)C(C)(C)C	-1%	3%	-1.6%	14%[9.22 µM]	-32%	7%	·
COCCN1C(=O)c2ccc(C(=O)Nc3nccs3)cc2C1=O	5%	-14%	0.0%	-4%	9%[46.1 µM]	5%[38.3 µM]	-3%

# Continued.
mol	CBFb-RUNX1 inh	Luc counter	Epigenetic reg	HTT aggregate	NPSR antag	IMPase Li inh	Lamin A splicing
COc1cc(O)c(C(CCN2CCOCC2)c2ccc(N(C)C)cc2)c(OC)c1 (configuration not stated)	-21%&-12%	·	1.1%	12%[9.22 µM]	3%	·	·
CC1CN(c2nc(-c3ccc(Br)cc3)nnc2-c2ccccc2)CC(C)N1 (configuration not stated)	-2%	-1%	1.3%	-9%	-17%[46.1 µM]	-14%[38.3 µM]	?
COc1cccc(N2C(=O)CC(N3CCN(C(=O)c4ccco4)CC3)C2=O)c1 (configuration not stated)	-3%	6%	1.0%	-2%	11%[46.1 µM]	9%[38.3 µM]	-9%
COc1ccc(C(=O)C/C(=C\C(=O)c2ccc(C)cc2)c2ccccc2)cc1	-2%	2%	-1.6%	?	?	5%[38.3 µM]	-2%
COc1ccccc1NC(=O)c1ccccc1NS(C)(=O)=O	5%	-1%	0.0%	-21%	0%[46.1 µM]	22%[38.3 µM]	4%
CNC(=S)Nc1cccc([N+](=O)[O-])c1	17%	0%	-0.2%	2%	12%	8%	·
Cn1c(=O)[nH]c(NC2CCCCC2)c([N+](=O)[O-])c1=O	-1%	2%	-3.1%	2%	10%	6%	1%
Cc1cc(C)cc(NC(=O)COC(=O)c2cc(=O)[nH]c(=O)[nH]2)c1	0%	4%	-0.6%	21%	13%	-3%	7%[46 µM]
C[C@@H]1CC=C[C@H]2[C@H]1C(=O)N(Cc1ccccc1)[C@H]2c1ccc(-c2ccc(N(C)C)cc2)cc1F	-22%	·	1.6%	4%[9.22 µM]	20%	·	·
CC(=O)N(C1=C(O)c2ccccc2C(=O)C1=O)C1CCCCC1	-1%	1%	-1.0%	-15%	-14%[46.1 µM]	22%[38.3 µM]	8%
O=C(Nc1ccc2c(c1)OCO2)c1ccc2c(c1)OCO2	-11%	?	0.0%	-13%	7%	-4%	-9%
Cc1cc(C)cc(OCc2ccc(C(=O)N3N=C(C(F)F)CC3(O)C(F)F)o2)c1 (configuration not stated)	7%	-6%	-1.6%	-14%	-15%[46.1 µM]	21%[38.3 µM]	?
CC(C)(C)c1ccc(C(=O)Nc2ccc(F)cc2)s1	8%	·	4.2%	12%[9.22 µM]	-23%	·	·
CC(C(=O)Nc1ncccn1)(c1ccccc1)c1ccccc1	-6%	3%	-0.5%	5%	12%	22%	-5%[46 µM]
COc1ccccc1NC(=O)C1=C(C)NC(=O)NC1c1ccccc1F (configuration not stated)	3%	0%	0.0%	5%	-5%[46.1 µM]	12%[38.3 µM]	-7%
CC(=O)C1=C(O)CCC1=N	3%	-2%	-2.4%	7%	-2%[46.1 µM]	3%[38.3 µM]	5%
O=C1NC(c2ccccc2)(C(F)(F)F)C(=O)N1Cc1cccnc1 (configuration not stated)	6%	-1%	-4.3%	-15%	-1%[46.1 µM]	-1%[38.3 µM]	6%
CCOc1ccc(/C(O)=C2/C(=O)C(=O)N(CCOCCO)C2c2ccc(F)cc2)cc1 (configuration not stated)	-1%	1%	-1.0%	?	24%[46.1 µM]	11µM*	8%
COc1ccc(C2(C(=O)N3CCOCC3)CCCC2)cc1	6%	-5%	0.9%	8%	-18%[46.1 µM]	-7%[38.3 µM]	-7%
CCCC(=O)C1=C(N2CCCCC2)CC(C)(C)C(C(=O)OC)C1=O (configuration not stated)	5%	-3%	-0.6%	1%[9.22 µM]	-7%	10%	?
N=C1/C(=C\c2ccc(-c3ccc(C(=O)O)cc3)o2)C(=O)N=C2SC=C(c3ccccc3)N12	3%	·	15%	-9%[9.22 µM]	-7%	·	·
Cc1c(NC(=O)c2cnn3c(C(F)(F)F)cc(-c4ccco4)nc23)c(=O)n(-c2ccccc2)n1C	-2%	1%	3.9%	-2%	-12%[46.1 µM]	23%[38.3 µM]	-1%
CCn1c(C(=O)O)c(CC(=O)NC2CCCCCC2)c2ccccc21	-4%	-1%	-1.2%	-15%	6%	4%	·
COc1ccc(/C=C2\CCc3ccccc3C2=O)cc1Cn1nc(C)cc1C	-20%	-3%	0.8%	25µM*	?	46%[activator][38.3 µM]	-18%
COc1ccc(Cn2nc(C)cc2C)cc1OC	1%	-1%	0.0%	20%	5%[46.1 µM]	2%[38.3 µM]	?

# Three compounds from above, arranged by SMILES length, ascending:
mol	CBFb-RUNX1 inh	Luc counter	Epigenetic reg	HTT aggregate	NPSR antag	IMPase Li inh	Lamin A splicing
COc1ccccc1NC(=O)C1=C(C)NC(=O)NC1c1ccccc1F (configuration not stated)	3%	0%	0.0%	5%	-5%[46.1 µM]	12%[38.3 µM]	-7%
Cn1c(=O)[nH]c(NC2CCCCC2)c([N+](=O)[O-])c1=O	-1%	2%	-3.1%	2%	10%	6%	1%
COc1cccc(N2C(=O)CC(N3CCN(C(=O)c4ccco4)CC3)C2=O)c1 (configuration not stated)	-3%	6%	1.0%	-2%	11%[46.1 µM]	9%[38.3 µM]	-9%

# Look-ups from the list.
# `Cn1c(=O)[nH]c(NC2CCCCC2)c([N+](=O)[O-])c1=O` – Luc counter = 2%
# `COc1ccc(C2(C(=O)N3CCOCC3)CCCC2)cc1` – Epigenetic reg = 0.9%

# Following part:
mol	CBFb-RUNX1 inh	Luc counter	Epigenetic reg	HTT aggregate	NPSR antag	IMPase Li inh	Lamin A splicing
CCN(CC)c1ccc(NC(=O)c2c(OC)cccc2OC)c(C)c1	1%	-1%	-0.7%	18%	?	27%[38.3 µM]	3%
COc1ccc(C(=O)NNC(=O)c2ccc(S(=O)(=O)N3CCCCC3)cc2)cc1	5%	0%	-5.8%	0%[9.22 µM]	-3%	2%	5%[46 µM]
CCNc1nc(NC(C)C)nc(Nn2cnnc2)n1	3%	0%	1.2%	-5%	-1%[46.1 µM]	15%[38.3 µM]	6%
Cn1cc(Br)c(C(=O)NNC(=O)c2ccc(Cl)cc2)n1	-7%	-1%	-1.1%	6%	9%	0%	-4%
CCN(CC)C(=O)C1CCN(S(=O)(=O)c2cccc3nonc23)CC1	8%	-3%	2.1%	?	-1%[46.1 µM]	29%[38.3 µM]	-5%
Fc1ccccc1COc1ccccc1CNCc1ccncc1	9%	-4%	1.8%	-14%	-5%[46.1 µM]	34%[activator][38.3 µM]	8%
CC(C)NC[C@H]1CCc2cc(CO)c([N+](=O)[O-])cc2N1	?	2%[17.1 µM]	3.8%[16.9 µM]	-5%[20.6 µM]	·	0%	-15%
